# Screening data (PubChem BioAssay)
# TLR4-MyD88 BLA: blocks binding of human TLR4 to MyD88; O00206+Q99836; HeLa CL3-4 TLR4/MyD88 BLA complementation, FRET ratio; inhibition, % at 8.4 µM; hit rate 0.18% among 200,000; AID 861; in the data active = inhibition above about 25%;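 also: 0% = vehicle and 100% = reference inhibitor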
# Target sequence (O00206 whole entry, looked up): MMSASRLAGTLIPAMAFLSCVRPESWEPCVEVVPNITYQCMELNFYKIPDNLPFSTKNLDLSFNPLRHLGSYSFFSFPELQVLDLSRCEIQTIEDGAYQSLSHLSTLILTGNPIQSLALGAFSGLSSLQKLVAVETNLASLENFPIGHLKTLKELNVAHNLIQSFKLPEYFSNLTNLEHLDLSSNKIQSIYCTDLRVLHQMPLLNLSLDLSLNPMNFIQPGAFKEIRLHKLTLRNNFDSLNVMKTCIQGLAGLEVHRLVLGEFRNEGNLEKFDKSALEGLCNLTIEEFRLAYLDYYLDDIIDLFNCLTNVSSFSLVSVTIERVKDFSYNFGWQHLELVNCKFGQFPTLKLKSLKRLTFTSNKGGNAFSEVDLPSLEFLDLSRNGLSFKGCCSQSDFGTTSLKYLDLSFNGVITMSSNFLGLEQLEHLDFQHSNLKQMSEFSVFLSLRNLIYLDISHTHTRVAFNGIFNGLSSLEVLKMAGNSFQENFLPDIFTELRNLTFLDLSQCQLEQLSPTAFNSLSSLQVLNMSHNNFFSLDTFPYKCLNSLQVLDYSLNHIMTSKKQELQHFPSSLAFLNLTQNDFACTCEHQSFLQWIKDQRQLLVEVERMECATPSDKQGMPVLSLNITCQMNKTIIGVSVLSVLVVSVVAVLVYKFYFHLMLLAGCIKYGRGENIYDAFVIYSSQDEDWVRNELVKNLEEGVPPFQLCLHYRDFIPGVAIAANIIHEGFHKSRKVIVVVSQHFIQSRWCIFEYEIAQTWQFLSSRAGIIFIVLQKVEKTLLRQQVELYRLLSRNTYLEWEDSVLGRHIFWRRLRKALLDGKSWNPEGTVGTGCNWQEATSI
# Target sequence (Q99836 whole entry, looked up): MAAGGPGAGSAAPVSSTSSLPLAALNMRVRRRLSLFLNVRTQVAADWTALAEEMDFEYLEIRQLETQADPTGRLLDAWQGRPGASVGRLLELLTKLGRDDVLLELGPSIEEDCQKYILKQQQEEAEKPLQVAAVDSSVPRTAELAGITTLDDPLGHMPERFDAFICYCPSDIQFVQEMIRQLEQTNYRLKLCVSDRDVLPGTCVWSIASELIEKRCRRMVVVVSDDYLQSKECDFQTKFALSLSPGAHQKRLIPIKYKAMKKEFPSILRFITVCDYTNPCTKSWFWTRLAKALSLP
# NF-kB neuron act: NF-kB expression increase, human neuronal cells | AID 1239 | NF-kB reporter expression; stronger effect = higher value | fold change at 12.5 µM | hit rate 1.6% among 190,000; in the data active = fold change above about 3.3
# STAT3 blocker: reduces IL-6 driven STAT3 reporter signal; U3A cells, IL-6 STAT3-luciferase reporter, luminescence; host cell line lacks STAT1; inhibition, % at 5.5 µM; hit rate 0.89% among 190,000;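 active = inhibition above the mean inhibition across all screened compounds plus 3 SD, cut at about 44% in these data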;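 also: 0% = DMSO only wells and 100% = 100 µM nifuroxazide control wells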
# Hsp70 activator: transcriptional activators of Hsp70 | AID 1203 | hit rate 0.04% among 200,000 | activation, % at 10 µM | HeLa Hsp70 promoter luciferase reporter, luminescence; scaled: vehicle 0, proteasome-inhibitor control 100%;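 active = activation above the mean across all tested compounds plus 3 SD, cutoff set per campaign, cut at about 5.5% in these data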;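 also: 100% = MG132 at 30 µM as the positive control and 0% = DMSO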
# STAT3 activator: increases IL-6 driven STAT3 reporter signal | U3A cells, IL-6 STAT3-luciferase reporter, luminescence; 100% = signal with IL-6 EC80 alone | activation (% of control), % at 5.6 µM | hit rate 0.91% among 190,000 | AID 871;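 active = activation above the screen-wide mean of compound activation plus 3 SD, cut at about 130% in these data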;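 also: 0% = background luminescence of wells with medium and substrate only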
#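 system = STAT3-luciferase reporter U3A cells | reagent = IL-6 stimulus at 33 ng/mL final | timing = 1 h compound pre-exposure, 6 h IL-6 stimulation, 37 °C | measured by = luminescence | evaluation = % activation versus median of IL-6-stimulated wells | control set = IL-6-only wells as 100% reference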
# STAT1 inh: inhibitors of IFN-gamma induced STAT1 signaling | NIH 3T3 STAT1-luciferase reporter, luminescence | inhibition, % at 5.5 µM | hit rate 0.35% among 200,000 | AID 920;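 active = inhibition above a set limit, the mean inhibition across all tested compounds plus 3 SD, cut at about 34% in these data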;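 also: 0% = IFN-gamma with DMSO and 100% = IFN-gamma with 300 µM nifuroxazide; values of inactives mirror those of a sister screen read the other way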
# APP 5'UTR act: activates APP 5'UTR luciferase reporter | SH-SY5Y APP 5'UTR luciferase reporter, luminescence; zero percent = DMSO vehicle wells | activation, % at 2 µM | hit rate 1% among 190,000 | AID 1276;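 active = activation above a set limit, based on mean plus 3 SD of controls, cut at about 140% in these data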; also: values of inactives mirror those of a sister screen read the other way
# STAT1 act: STAT1 signaling activation; activation (% of control), % at 5.5 µM; NIH 3T3 STAT1-luciferase reporter, IFN-gamma, luminescence; 100% = IFN-gamma alone, no compound; hit rate 2.6% among 200,000;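 active = activation above the screen-wide mean activation plus 3 SD, cut at about 130% in these data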;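 also: raw ratio to IFN-gamma control signal so 100% means no change and 0% no light; values of inactives mirror those of a sister screen read the other way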
# HMGR II inh: blocks class II HMG-CoA reductase of Enterococcus faecalis; purified E. faecalis HMGR, NADPH absorbance 340 nm kinetic; inhibition, % at 10 µM; hit rate 0.41% among 190,000; AID 1066;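 active = inhibition above a set limit, the median over all tested compounds plus 3 SD, cut at about 9.5% in these data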;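 also: enzyme runs in reverse so mevalonate oxidation gives rising NADPH absorbance; 0% = complete reaction with DMSO and 100% = background rate lacking mevalonate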
# DTT redox prof: compounds producing H2O2 with reducing agent – biochemical, NIH compound library profiling, artefact control for MLSCN library redox annotation, primary screen; DTT-dependent redox cycling H2O2, phenol red/HRP absorbance; 100% = 100 µM peroxide control, 0% = buffer; activation, % at 10 µM; hit rate 0.03% among 200,000;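 active = activation of at least 50% relative to the plate's high and low controls in the primary single-dose screen; inactive = activation below 50%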;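 also: compound incubated with DTT at 0.8 mM final as the reducing agent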
# Active calls of the source: *; x = not tested or not shown. This is a random part of the collection (roughly 5.6% active in at least one column).
Molecule	TLR4-MyD88 BLA	NF-kB neuron act	STAT3 blocker	Hsp70 activator	STAT3 activator	STAT1 inh	APP 5'UTR act	STAT1 act	HMGR II inh	DTT redox prof
CNC(=O)C1CCCN1S(=O)(=O)c1ccc(OC)cc1 (configuration not stated)	-3	1.1	9	-0.2	97	3	3	98	3	2.0
CCn1c(SCC(=O)N2CCc3ccccc3C2)nc2sc(C)c(C)c2c1=O	-5	1	4	-0.5	99	1	-22	99	-1	0.0
Cc1cccc(S(=O)(=O)Nc2nc3ccccc3nc2NCc2ccc3c(c2)OCO3)c1	1	0.94	-5	-0.4	103	-2	-1	102	-3	0.3
C=CCOc1ccc(CN(C)CC(=O)Nc2ccccc2[N+](=O)[O-])cc1	12	0.96	-17	-0.3	115	9	2	89	-1	10
CCN(CC)S(=O)(=O)c1ccc(Cl)c(NC(=O)COC(=O)c2cc(-c3ccccc3Cl)nc3ccccc23)c1	-9	1.2	1	0.2	99	-5	-17	104	-2	0.0
O=C(CCc1ccc(Oc2cc([N+](=O)[O-])cc([N+](=O)[O-])c2)cc1)N1CCCCCC1	-1	1.3	-6	-0.2	103	20	-4	81	-3	0.5
CNC(=S)N1N=C(c2ccc(OC)cc2)CC1c1ccc(Cl)cc1Cl (configuration not stated)	-16	1.2	12	0.0	99	5	-1	94	-5	0.9
O=C(NCCN1CCCC1)c1ccc(Cn2c(=S)[nH]c3ccc(Br)cc3c2=O)cc1	-9	0.78	4	-0.2	104	-2	-4	102	8	-0.2
CC1(C)CC(=O)C=C(NC2CCCCCC2)C1	8	0.92	1	-0.1	104	6	1	95	3	-0.8
c1ccc2c(c1)OC(CCCN1CCCCC1)c1ccccc1S2 (configuration not stated)	-14	1	12	-0.1	93	5	3	95	-2	1.2
Cc1cc(NC(=O)CSCc2ccc([N+](=O)[O-])cc2)no1	-5	0.92	3	0.0	101	-3	-5	100	2	0.3
O=C(Nc1cccc([N+](=O)[O-])c1)C1C2/C=C\CCCCC21 (configuration not stated)	0	1.2	6	0.1	101	-13	1	109	-5	-0.2
COc1cccc(C(=O)Nc2c3c(nn2-c2cccc(C)c2C)CS(=O)C3)c1OC (configuration not stated)	-13	1.1	7	-0.4	102	6	8	94	1	1.9
CC(C)CC(=O)NC(=S)Nc1cc(C(F)(F)F)ccc1N1CCOCC1	-3	0.91	-18	-0.2	113	14	6	87	-8	0.0
CCOc1ccccc1C(=O)N1c2ccccc2Sc2ccccc21	-5	1	0	-0.3	98	3	-6	97	0	-0.1
Cc1ccc(O)c(N=Nc2ccc(S(=O)(=O)N3CCOCC3)cc2)c1	-1	1.2	4	-0.2	99	-5	13	102	-5	-0.9
Cc1ccc(NC2OC(CO)C(O)C(O)C2O)cc1 (configuration not stated)	9	1.4	1	-0.4	99	5	x	92	0	-0.2
COCCNC(=O)/C(C#N)=C\c1ccc(CNS(=O)(=O)c2ccc(C)cc2)o1	-13	1.1	7	-0.4	99	-5	19	103	-2	0.2
CC(C)c1nc(SCC(=O)N2CCN(c3ccccc3)CC2)c2c(=O)n(C)c(=O)n(C)c2n1	-9	0.5	0	-0.2	99	-3	-4	100	1	-0.2
CC(=O)OC(C(=O)NC1CCCCC1)c1cccc(C)c1 (configuration not stated)	4	1.1	-2	-0.3	106	-2	-1	102	-5	1.7
CC(C)Cn1c(N)c(C(=O)COC(=O)c2ccccc2Cl)c(=O)n(C)c1=O	-11	0.67	26	-0.4	82	26	3	76	-6	-0.2
Cc1ccc(-n2cnc3sc(C)c(C)c3c2=O)cc1	3	2.2	2	0.2	104	-30	36	127	13*	-0.3
O=C(CSCc1cnn(-c2ccccc2)c1-n1cccc1)N1CCN(Cc2ccccc2)CC1	21	0.85	-7	-0.2	103	0	-1	100	1	0.1
O=C(Cc1ccccc1)NNC(=S)Nc1ccccc1	0	1.1	14	-0.2	92	-3	8	103	-9	1.0
COC(=O)C1(C)NC(c2ccco2)C2C(=O)N(c3ccc(F)cc3)C(=O)C21 (configuration not stated)	4	1.2	7	-0.3	98	-1	0	101	-3	-1.3
CC1CCCC(C)N1C(=O)Cc1ccccc1 (configuration not stated)	-8	0.91	6	-0.2	99	-2	-15	102	0	0.3
COc1ccc(/C=C/C(=O)NC(=S)NNC(=O)c2cccs2)cc1	-14	0.92	-8	-0.4	107	-8	-8	105	0	-2.6
CCOC(=O)c1ccc(NC(=O)NCc2ccc(OC)cc2)cc1	-4	1.2	17	0.1	95	-14	13	112	0	-0.4
COc1cccc(N(CC(=O)NC(C)c2ccccc2)S(C)(=O)=O)c1 (configuration not stated)	4	1.2	10	-0.2	93	1	17	99	0	0.1
O=C(CSc1ccccn1)N/N=C/c1ccccc1[N+](=O)[O-]	-9	1.9	-7	1.0	101	-1	8	101	-1	0.6
O=C(CSc1nnc(SCc2cccc3ccccc23)s1)c1ccc2c(c1)OCO2	-4	1.1	8	0.0	103	-1	20	101	-2	1.5
CCC(=O)Nc1cc2nn(-c3ccc(C)cc3)nc2cc1C	-4	0.7	82*	-0.1	36	-6	116	105	4	-0.6
O=C(NCCO)C1CCN(S(=O)(=O)c2ccc(F)cc2)CC1	-16	1.1	9	0.4	96	2	20	98	-2	-4.1
CCC(=O)n1nc(-c2cccnc2)nc1NCc1ccccc1	-7	0.86	4	0.2	107	-2	-2	101	4	0.6
O=C(N/N=C/c1cn(-c2ccccc2)nc1-c1cc2ccccc2o1)c1c[nH]c2ccccc12	6	x	-2	0.5	108	-94	187*	187*	2	-0.8
CCSCCC(NC1=CC(=O)CC(C)(C)C1)C(=O)O (configuration not stated)	-6	1.2	-2	0.3	103	-1	-11	100	2	-0.1

# 10 entries from above, sorted by heavy-atom count, low to high:
Molecule	TLR4-MyD88 BLA	NF-kB neuron act	STAT3 blocker	Hsp70 activator	STAT3 activator	STAT1 inh	APP 5'UTR act	STAT1 act	HMGR II inh	DTT redox prof
CC1CCCC(C)N1C(=O)Cc1ccccc1 (configuration not stated)	-8	0.91	6	-0.2	99	-2	-15	102	0	0.3
CCSCCC(NC1=CC(=O)CC(C)(C)C1)C(=O)O (configuration not stated)	-6	1.2	-2	0.3	103	-1	-11	100	2	-0.1
O=C(Cc1ccccc1)NNC(=S)Nc1ccccc1	0	1.1	14	-0.2	92	-3	8	103	-9	1.0
O=C(NCCO)C1CCN(S(=O)(=O)c2ccc(F)cc2)CC1	-16	1.1	9	0.4	96	2	20	98	-2	-4.1
CCC(=O)n1nc(-c2cccnc2)nc1NCc1ccccc1	-7	0.86	4	0.2	107	-2	-2	101	4	0.6
CCOC(=O)c1ccc(NC(=O)NCc2ccc(OC)cc2)cc1	-4	1.2	17	0.1	95	-14	13	112	0	-0.4
COc1cccc(N(CC(=O)NC(C)c2ccccc2)S(C)(=O)=O)c1 (configuration not stated)	4	1.2	10	-0.2	93	1	17	99	0	0.1
COC(=O)C1(C)NC(c2ccco2)C2C(=O)N(c3ccc(F)cc3)C(=O)C21 (configuration not stated)	4	1.2	7	-0.3	98	-1	0	101	-3	-1.3
O=C(CSc1nnc(SCc2cccc3ccccc23)s1)c1ccc2c(c1)OCO2	-4	1.1	8	0.0	103	-1	20	101	-2	1.5
O=C(N/N=C/c1cn(-c2ccccc2)nc1-c1cc2ccccc2o1)c1c[nH]c2ccccc12	6	x	-2	0.5	108	-94	187*	187*	2	-0.8

# (cont.)
Molecule	TLR4-MyD88 BLA	NF-kB neuron act	STAT3 blocker	Hsp70 activator	STAT3 activator	STAT1 inh	APP 5'UTR act	STAT1 act	HMGR II inh	DTT redox prof
Cc1c2c(nc3nnnn13)CCCC2	11	1.4	4	-0.2	100	3	18	94	-5	-0.2
CC(CCc1ccccc1)NC(=O)COC(=O)c1cccc2ccccc12 (configuration not stated)	-17	1.1	0	-0.3	99	-6	10	106	7	-0.5
O=C(NCC1CCCO1)c1ccc(S(=O)(=O)N2CCC(c3nc4ccc(Cl)cc4[nH]3)CC2)cc1 (configuration not stated)	4	0.81	7	-0.2	97	2	-22	96	-4	0.4
Cc1nnc(NC(=O)CSc2nnc(Cc3cccn3C)n2-c2ccccc2)s1	-9	1.1	12	-0.6	94	-7	2	107	-2	-4.0
CC1CCc2c(sc3ncn(CCO)c(=O)c23)C1 (configuration not stated)	7	2.1	-19	-0.1	117	-42	88	138*	-5	-0.6
Cc1cccc(N2C(=O)CC(N3CCN(C(=O)c4ccccc4)CC3)C2=O)c1 (configuration not stated)	5	1.3	-3	-0.2	108	-2	14	102	-3	3.2
O=C1CN(C(=O)CNC(=O)c2cccc(Cl)c2)c2ccccc2N1	0	1.2	-10	-0.3	111	-6	-3	104	-2	-0.3
CCOc1cc(C2C3=C(CCCC3=O)N(CCC(=O)O)C3=C2C(=O)CCC3)ccc1OS(=O)(=O)c1ccc(C)cc1	5	1.2	16	-0.4	87	-1	-2	101	-4	0.1
O=C(NCCc1ccccc1)C1CCN(C2CCN(C(=O)CC3=CCCCC3)CC2)CC1	-10	0.97	4	-0.1	100	0	0	99	1	-1.3
CCc1cc(=S)n2c([nH]c3ccccc32)c1C#N	-9	0.75	17	-0.1	88	7	22	92	2	-0.1
Cc1c(C2(c3c(C)n(C)n(-c4ccccc4)c3=O)C(=O)Nc3ccc(F)cc32)c(=O)n(-c2ccccc2)n1C	0	1.1	-4	-0.1	110	-4	1	104	1	11
OCCNCCCCSc1ccc(Cl)cc1	-7	1	10	-0.2	96	-6	-5	105	-3	0.1
CCOC(=O)CSc1nnc([C@H](Cc2ccccc2)NC(=O)OC(C)(C)C)o1	5	1.2	5	-0.3	102	2	-1	98	-11	-0.6
Cc1ccccc1C1NS(=O)(=O)N=C1N (configuration not stated)	-10	0.91	9	-0.4	96	8	8	93	-2	1.6
O=C(CCC1CCCCC1)Nc1ccc(C(=O)c2ccncc2)cc1	3	1.1	10	-0.2	95	5	-3	94	-2	-2.1
O=C(Nc1ccc2c(c1)OCO2)C1CCCN1C(=O)NCc1ccccc1 (configuration not stated)	-11	1	12	-0.4	93	-5	4	105	4	-0.6
COc1ccc(OCC(=O)Nc2nc3ccccc3[nH]2)cc1	5	2.2	5	0.0	99	-7	50	106	5	0.1
COc1cc(-c2cc(C(=O)NN3CCN(C)CC3)c3ccccc3n2)cc(OC)c1OC	-10	0.74	7	-0.3	94	15	5	87	-8	0.2
